RAD54 branch – blocks human RAD54 Holliday junction branch migration | FAM/BHQ fluorescence | inhibition, % at 10.4 µM | hit rate 0.14% among 360,000;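 active means mean normalized replicate activity at least 40 and at least half of replicates scoring 40 or more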;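 further: 0% = median of neutral control wells and 100% = median of positive control wells; inhibitors cause a drop in the FAM fluorescence signal; in these data hits start at about 50%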
esBAF inh – inhibitors of esBAF chromatin remodeling in mouse ES cells; Bmi1-luciferase knock-in reporter, 24 h; 100% = twice the neutral-well signal; reporter increase, % at 12.5 µM; hit rate 2% among 350,000; AID 602393; in the data active means activation above about 40%;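 further: 0% = median of the plate's neutral control wells and 100% = double that signal; a rise in the Bmi1 reporter signal indicates esBAF inhibition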
XiGFP reactiv – X-chromosome reactivation activator; XiGFP mouse fibroblasts, % GFP-positive cells imaging, 3 d; cells co-treated with 5-aza-dC sensitizer; scaled so ellipticine positive control = 100%; activation, % at 7.58 µM; hit rate 0.055% among 360,000; AID 743238;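 active means mean normalized replicate activation at least 10% and every replicate at or above 10%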;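 further: 0% = median of on-plate neutral control wells and 100% = ellipticine 6 µM median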
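System: SV40-immortalized XiGFP fibroblast cells, line 68-5-11 / Incubation: 3-day compound exposure, then 15 min fixation at room temperature / Compound: single concentration per compound, delivered by pin transfer / Buffer or medium: DMEM plus 5-aza-dC sensitizer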
ARNT TACC3 PPI – disrupts binding between human ARNT and TACC3 | Q9Y6A5 | AlphaScreen His-ARNT PAS-B/GST-TACC3 binding, luminescence; TACC3 fragment carries E629A point mutation | inhibition, % at 9.99 µM | hit rate 0.66% among 390,000;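 active means mean inhibition of replicates at least 50% and at least half of replicates each reaching 50%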;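 further: 0% = complete ARNT plus TACC3 wells and 100% = ARNT alone without TACC3; many hits fall short of the cut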
F508del corr – correctors of CFTR F508del function in bronchial epithelial cells. hit rate 0.36% among 350,000. activity (quench increase), % at 7.58 µM. AID 720511. CFBE cells, YFP halide quenching; stimulated with forskolin plus potentiator P3; % fluorescence drop versus neutral controls;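 active means mean added fluorescence quench of at least 8% versus neutral control, with both replicates also reaching 8%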;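 further: cells transiently co-express mutant CFTR-F508del with the halide-sensitive YFP; corrector assay measuring rescue of mutant channel to the surface after 24 h compound exposure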
RAD52 inh – blocks human RAD52 DNA annealing. recombinant RAD52 DNA annealing, FRET fluorescence. hit rate 0.46% among 360,000. inhibition, % at 18.7 µM. P43351. AID 651710;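 active means every replicate showing at least 50% inhibition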
INS-1E GSIS act – primary screen for activators of insulin secretion dependent on glucose, INS-1E cells, GLuc reporter luminescence. INS-1E GLuc reporter insulin secretion, 2-3 h. activation, % at 16.6 µM. hit rate 0.61% among 370,000;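 active means lowest replicate activation of at least 40%, so every replicate reaches that level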;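 further: 0% = median of neutral control wells and 100% = median of IBMX positive control wells; some compounds called inactive have numbers as strong as hits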
ERAP1 inh – inhibitors of human ERAP1 aminopeptidase; Q9NZ08; recombinant ERAP1, Leu-AMC fluorescence, 60 min; inhibition, % at 10.7 µM; hit rate 0.15% among 340,000; AID 652197;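 active means mean replicate inhibition of at least 30%, or all replicates individually reaching that 30% level; inactive means mean below 30% and not every replicate reaching it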;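 further: 0% = neutral control wells and 100% = L-leucinethiol positive control wells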
Target sequence (Q9NZ08 whole entry, looked up): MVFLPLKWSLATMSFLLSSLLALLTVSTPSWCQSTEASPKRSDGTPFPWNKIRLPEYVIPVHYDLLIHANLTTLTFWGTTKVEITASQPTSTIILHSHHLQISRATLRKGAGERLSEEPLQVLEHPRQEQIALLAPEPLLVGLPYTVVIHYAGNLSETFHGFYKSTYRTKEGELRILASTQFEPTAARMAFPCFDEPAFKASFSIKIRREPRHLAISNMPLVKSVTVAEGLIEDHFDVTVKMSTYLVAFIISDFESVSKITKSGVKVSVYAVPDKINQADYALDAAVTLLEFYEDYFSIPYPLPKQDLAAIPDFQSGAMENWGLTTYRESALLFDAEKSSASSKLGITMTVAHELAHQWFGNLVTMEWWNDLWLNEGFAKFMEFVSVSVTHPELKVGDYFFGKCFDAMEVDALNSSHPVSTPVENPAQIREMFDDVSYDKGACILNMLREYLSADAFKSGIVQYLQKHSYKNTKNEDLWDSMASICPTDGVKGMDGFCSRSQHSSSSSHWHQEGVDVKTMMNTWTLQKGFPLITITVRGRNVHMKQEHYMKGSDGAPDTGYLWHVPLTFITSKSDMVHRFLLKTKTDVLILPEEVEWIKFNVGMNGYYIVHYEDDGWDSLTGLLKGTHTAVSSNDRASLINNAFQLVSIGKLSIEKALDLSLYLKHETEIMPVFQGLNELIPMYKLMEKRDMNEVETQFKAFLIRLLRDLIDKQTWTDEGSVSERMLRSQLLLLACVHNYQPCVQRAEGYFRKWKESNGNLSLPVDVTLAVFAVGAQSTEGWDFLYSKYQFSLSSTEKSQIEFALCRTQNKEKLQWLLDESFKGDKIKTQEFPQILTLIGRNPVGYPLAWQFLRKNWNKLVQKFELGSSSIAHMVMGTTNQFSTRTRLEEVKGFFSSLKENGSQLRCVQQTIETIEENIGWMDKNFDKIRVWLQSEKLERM
Active calls of the source: *; x = no result given; & = joins results of further samples.

SMILES,INS-1E GSIS act,RAD54 branch,RAD52 inh,XiGFP reactiv,ERAP1 inh,ARNT TACC3 PPI,esBAF inh,F508del corr
C=C(C(=O)c1ccccc1)C(C(=C)C(=O)c1ccccc1)c1ccc(OC)cc1,x,x,-3,0.1,x,-3,x,-16
CCN1C(=O)[C@H]2[C@@H](c3ccc(C)cc3)N3C(=O)N(c4ccc(OC)cc4)C(=O)[C@@]3(Cc3ccccc3)[C@H]2C1=O,-1,-2,-8,0.1,-1,-17,-1,-1.0
O=C(NCc1nc2ccccc2[nH]1)C1=C[C@H](C2CC2)C[C@H](OCc2ccc(CO)cc2)O1,-9,8&7,-5&-16,0.1,8&0,4&5,5,-0.6&-0.8
CC=Cc1ccc2n(c1=O)C[C@@H]1[C@@H](CO)[C@H](C(=O)NC3CCC3)[C@H]2N1C(=O)c1ccccn1 (mixture of isomers),5,-4,-6,0.0,-2,-8,-3,x
Cc1cccc(C(=O)Oc2ccccc2/C=N/NC(=O)c2ccc(NC(=O)C(C)(C)C)cc2)c1,-4,x,-5,-0.1,9,-1,-1,x
C[C@H]1CN([C@@H](C)CO)C(=O)c2cccc(NC(=O)Nc3ccc4c(c3)OCO4)c2O[C@@H]1CN(C)Cc1ccc2c(c1)OCO2,-7,-2,4,-0.2,-3,3,12,-1.1
CCOCCCN(C)C1CCN(C(=O)c2oc3ccccc3c2NC(=O)c2ccc(F)cc2)CC1,3,-4,-6,0.0,-5,-2,-3,1.3
Cc1nc2c(=O)n(-c3ccc(F)cc3F)nc(C)c2s1,-1,8,-3,0.3,x,-2,3,2.4
CCOC(=O)CC(=O)NC1(Cc2ccc(O)cc2)CCCCC1,-7,1,-12,0.4,-8,x,-7,-1.8
OCCn1nc(-c2ccccc2)cc1-c1ccccc1,-7,0,2,0.0,-1,-6,5,-1.7
c1ccc(N2CCN(CCc3nnc4n3CCCCC4)CC2)cc1,6,x,-7,x,-2,-2,-6,-4.0
CCOC(=O)C1=C(C)N(C[C@@H]2CC[C@@H](Cc3ccc(-c4ccccc4)cc3)O2)C(=O)NC1c1ccc(-c2ccccc2)cc1 (stereo not given in full),-7,1,-11,0.3,6,5,-5,-2.6
O=C(N=C1c2ccccc2CN1c1cccc(Cl)c1)c1cccnc1,19,1,-15,-0.1,3,2,x,-2.8
C[C@]12c3[nH]c4cc(-c5ccco5)ccc4c3CCN1C(=O)[C@@H](CC(=O)NCCN1CCOCC1)C[C@@H]2C(=O)N1CCOCC1,30,-11,-5,0.3,0,8,2,1.0
CCN1C(=N)N(c2ccccc2)C(=O)C(CC)(CC)C1=O,5,4,-10,0.0,-1,-7,1,-2.1
CNC[C@H](CC1CCCCC1)NC[C@H](NCCC1CCCC1)[C@H](C)O,-4,4,-8,0.7,0,4,0,1.5

The list goes on, starting with the last six of the part before.
SMILES,INS-1E GSIS act,RAD54 branch,RAD52 inh,XiGFP reactiv,ERAP1 inh,ARNT TACC3 PPI,esBAF inh,F508del corr
c1ccc(N2CCN(CCc3nnc4n3CCCCC4)CC2)cc1,6,x,-7,x,-2,-2,-6,-4.0
CCOC(=O)C1=C(C)N(C[C@@H]2CC[C@@H](Cc3ccc(-c4ccccc4)cc3)O2)C(=O)NC1c1ccc(-c2ccccc2)cc1 (stereo not given in full),-7,1,-11,0.3,6,5,-5,-2.6
O=C(N=C1c2ccccc2CN1c1cccc(Cl)c1)c1cccnc1,19,1,-15,-0.1,3,2,x,-2.8
C[C@]12c3[nH]c4cc(-c5ccco5)ccc4c3CCN1C(=O)[C@@H](CC(=O)NCCN1CCOCC1)C[C@@H]2C(=O)N1CCOCC1,30,-11,-5,0.3,0,8,2,1.0
CCN1C(=N)N(c2ccccc2)C(=O)C(CC)(CC)C1=O,5,4,-10,0.0,-1,-7,1,-2.1
CNC[C@H](CC1CCCCC1)NC[C@H](NCCC1CCCC1)[C@H](C)O,-4,4,-8,0.7,0,4,0,1.5
O=C(NCCCN1CCOCC1)/C(=C/c1ccc(-c2cccc([N+](=O)[O-])c2)o1)NC(=O)c1ccccc1,-3,23,-27,0.1,5,x,-4,-1.3
O=C(NCCCc1ccccc1)c1cc(COc2c(F)cccc2F)on1,2,3,-22,0.0,2,4,18,1.0
CCN=C1NN=C(c2cc(C)n(Cc3ccco3)c2C)CS1,x,x,-20,-0.1,-2,-13,x,0.8
C[C@H](CO)N1C[C@H](C)[C@H](CN(C)C(=O)c2ccc(F)cc2)Oc2ncc(C#C[C@@H](C)O)cc2C1=O,22,1,10,0.1,1,-3,2,-0.9
COc1cccc(OCc2cc(C(=O)N3CCCC3c3ccccn3)no2)c1 (stereo not given),4,-5,5,0.1,1,-1,60*,-0.6
Cc1cc(C(=O)Nc2ccc3nc(C)sc3c2)c2ccccc2n1,8,6,-26,0.0,2,1,6,-2.5
Cc1[nH]c(C)c(S(=O)(=O)Nc2ccccc2Cl)c1C(=O)N1CCCC1,6,4,-2,0.0,6,1,7,1.1
N#C[C@@H]1[C@H](c2ccccc2C2=CCCCC2)[C@@H](CO)N1C(=O)CN1CCOCC1,-1,x,5,0.1,-1,x,x,0.4
Cc1cccc(NC(=O)CSc2ncnc3nc[nH]c23)c1C,6,9,-13,x,1,4,3,0.5
CCN1C(=O)[C@H]2[C@@H](c3ccc(Cl)cc3)N3C(=O)CN(CC4CC4)C(=O)[C@@]3(Cc3ccccc3)[C@H]2C1=O,6,-11,3,0.0,x,-10,-7,1.7
Cn1ccnc1C(=O)c1cccc(Br)c1,6,10,-12,0.5,-3,15,17,-0.6
O=C(c1ccc(Cl)c(S(=O)(=O)N2CCCC2)c1)N1CCOCC1,9,7,-4,-0.1,2,0,x,-2.8
CC(NC(=O)C12CC3CC(CC(C3)C1)C2)c1ccc(F)cc1 (stereo not given),10,x,-13,x,-2,-6,-2,2.9
COC(=O)c1cccc(CN2C(=O)C(C)Sc3ccc(C(C)=O)cc32)c1 (stereo not given),15,0,-10,-0.1,1,x,46*,-1.4
Nn1c(SCC(=O)N2CCCC2)nnc1C1CCCCC1,x,5,-21,0.6,-1,x,3,2.3
COC(=O)[C@@H](C)NC(=O)c1ccc2oc(CCc3ccccc3)nc2c1,0,5,-6,0.0,-1,-4,66*,-0.1
CC(C)c1nnc(NC(=O)CC23CC4CC(CC(C4)C2)C3)s1,x,10,1,0.3,1,2,9,2.1
CCC1C(c2ccccc2)N(C)C(c2ccccc2)CC1(O)c1ccccc1 (stereo not given),-8,x,1,0.0,-4,-1,x,1.9
Cc1ccc(-c2n[nH]c(=S)c3ccccc23)cc1,-5,0,-3,0.0,1,-1,-8,1.6
NNC(=O)CN1C(=O)Nc2ccc(Br)cc2C1c1ccccc1 (stereo not given),-13,-5,-10,x,5,0,-1,2.3
COC(=O)c1ccc(N2CCOCC2)c(NC(=O)c2cc3ccccc3o2)c1,7,7,-3,-0.3,1,8,-4,-5.4
OC[C@@H]1[C@H](c2ccc(-c3ccccc3)cc2)[C@@H]2CN(Cc3ccccn3)CCCCN12,14,5,-27,0.0,2,x,x,2.5
CCCc1nc(NCCO)c(C#N)c2c1CCCC2,x,-11,-4,0.0,2,x,x,0.4
O=C(CSc1ccc(-c2ccc(Cl)cc2)nn1)NC1CCCC1,8,-4,-6,-0.2,-5,-1,x,-0.7
C[C@@H]1CN([C@H](C)CO)C(=O)c2ccccc2-c2ccccc2CO[C@H]1CN(C)C(=O)Nc1cccc(C(F)(F)F)c1,7,-2,2,0.0,-1,-16,7,2.7
COc1ccc(NC(=O)C/C(C)=N/NC(=O)C2CCCCC2)c([N+](=O)[O-])c1,-14,-7,-14,0.6,1,5,19,-0.7
COc1ccc(NC(=O)N[C@@H]2CC[C@@H](CC(=O)NC3CCC3)O[C@H]2CO)cc1,27,1,4,-0.5,0,-1,0,1.6
COc1ccc(S(=O)(=O)Nc2ccc3c(c2)C(=O)N([C@@H](C)CO)C[C@@H](C)[C@H](CN(C)S(=O)(=O)c2ccccc2)OCCCC[C@H](C)O3)cc1,-4,x,-4,0.3,-2,x,x,-2.4
Cc1ccc(S(=O)(=O)c2nc(-c3ccco3)oc2SC(C)C)cc1,-7,-4,-54,0.4,0,-1,7,1.7
CCOC(=O)c1cc2nc(-c3ccccc3)cc(C)n2n1,13,-1,-13,0.0,3,-6,-1,-2.9
CCCNC(=O)[C@@H]1[C@@H](CO)[C@@H]2Cn3c(ccc(-c4ccc(C(=O)N(C)C)cc4)c3=O)[C@@H]2N1CCC,5,0,-7,0.5,0,-8,-1,2.3
COc1ccccc1-c1noc(CCCC(=O)N2CCOCC2)n1,x,-1,7,-0.1,0,x,1,2.3
CCN(CC(=O)NCc1cccnc1)S(=O)(=O)c1ccc(OC)cc1,-8,-4,-19,0.4,2,3,-5,-3.4
C[C@H]1CN([C@@H](C)CO)C(=O)c2cc(NS(=O)(=O)c3cn(C)cn3)ccc2O[C@@H]1CN(C)S(=O)(=O)c1ccc(F)cc1,23,20,-8,0.2,-1,0,2,3.0
COc1ccccc1S(=O)(=O)N1CC[C@H]2[C@@H](CO)N(C)c3ccc(C#Cc4ccccc4)cc3[C@H]21,12,-7,14,0.0,-1,9,-3,-2.1
CCc1ccc(N2CC(C(=O)OCC(=O)c3c(N)n(CC(C)C)c(=O)n(C)c3=O)CC2=O)cc1 (stereo not given),9,x,-13,-0.1,-2,x,x,3.7
N#C[C@H]1[C@@H](c2ccc(C#Cc3ccccc3F)cc2)[C@H](CO)N1C(=O)C1CCCC1,-28,x,-111,0.1,0,x,x,-0.4
CCOC(=O)C(=CNc1ccc2c(c1)nnn2-c1ccc(Cl)cc1)C(=O)OCC,-15,5,x,0.0,x,0,x,x
COC(=S)N/C(=N\S(=O)(=O)c1ccc(Cl)cc1)c1ccccc1,-6,-3,1,0.2,0,-3,-4,-5.7
CCCCN(C=O)c1c(CC)nc2c(OCc3cccc(Cl)c3)cccn12,2,-5,-20,-0.1,2,x,-4,-3.3
CSCCC(NS(=O)(=O)c1cccc(C(F)(F)F)c1)C(=O)N1CCN(C(=O)c2ccco2)CC1 (stereo not given),-10,-1,-20,0.1,1,2,3,2.6
O=C(c1ccc(F)cc1)N1CC(=O)N2[C@@H](CO)[C@H](c3ccc(-c4ccccc4)cc3)[C@@H]2C1,-7,x,-22,0.0,1,x,x,-1.8
COC(=O)C1=C(C)N(Cc2ccccc2C(F)(F)F)C(=NCc2ccc(OC)cc2)NC1c1ccc(C(F)(F)F)cc1 (stereo not given),x,x,29,0.4,3,x,x,2.6
CC1(C(=O)NCCc2ccccc2)Cc2c(-c3ccc(C(N)=O)cc3)ccnc2O1 (stereo not given),x,-22,7,0.1,1,x,-3,0.1
O=C(NNC(=S)Nc1ccc(Cl)cc1)c1ccccc1,-20,1,-11,0.0,-4,22,31,-1.3
COc1ccc2cc(N3CCCC3=O)ccc2c1,-5,-6,1,0.3,1,-19,48*,6.0

Sorted by length of the SMILES (ascending): 3 of the compounds above
SMILES,INS-1E GSIS act,RAD54 branch,RAD52 inh,XiGFP reactiv,ERAP1 inh,ARNT TACC3 PPI,esBAF inh,F508del corr
OCCn1nc(-c2ccccc2)cc1-c1ccccc1,-7,0,2,0.0,-1,-6,5,-1.7
COC(=O)c1cccc(CN2C(=O)C(C)Sc3ccc(C(C)=O)cc32)c1 (stereo not given),15,0,-10,-0.1,1,x,46*,-1.4
CC1(C(=O)NCCc2ccccc2)Cc2c(-c3ccc(C(N)=O)cc3)ccnc2O1 (stereo not given),x,-22,7,0.1,1,x,-3,0.1
